HEK293 tox – HEK 293 cell cytotoxicity; 94,000 compounds, 6.6% hits; HEK 293 viability, ATP luminescence (CellTiter-Glo), 48-72 h; Potency, µM (series often up to 115 µM), inactives show at the top dose activity change, negative = cytotoxicity, usual class: inhibitors; further: potency means the concentration at half of the fitted maximal effect; nearly all actives have a fitted effect of over 60% in size
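HEK 293 cells at 250 cells/well were exposed to compounds by pintool transfer for 48 or 72 hr at 37 degree Celsius, 5% CO2. Viability was read as ATP-coupled luminescence with CellTiter-Glo after 10 min at room temperature.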
SNCA expr inh – SNCA gene expression inhibition; HEK-293 SNCA-luciferase knock-in, luminescence, 24 h; Potency, µM (highest dose often 57.2 µM), inactives show top-dose activity change, negative = inhibition, hits mostly inhibitors; 140,000 compounds, 0.17% hits; AID 1671194;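 further: potency means the concentration at half of the fitted maximal effect; plate controls were DMSO cells for no effect and cell-free wells for full effect; nearly all actives have a fitted effect of over 45% in size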
SNCA viab count – reduces viability of HEK-293 SNCA reporter cells | Potency, µM (highest dose often 57.1 µM), without a hit: at the highest dose activity change, negative = cytotoxicity, most hits filed as cytotoxic | 150,000 compounds, 0.12% hits | HEK-293-SNCA-luc viability, GF-AFC fluorescence, 24 h;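 further: potency means the concentration at half of the fitted maximal effect; 0% = DMSO-treated cells and -100% = medium-only wells without cells; nearly all actives have a fitted effect of over 30% in size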
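HEK-293-SNCA-luc cells (1500/well) plated 24 h, then exposed 24 h to a dilution series; GF-AFC added 30 min at 37C, fluorescence 405/540 nm; normalised to medium-only and DMSO wells, Hill fit.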
Luciferase inh – blocks purified firefly luciferase enzyme activity | P08659 | purified P. pyralis luciferase, luminescence, biochemical | Potency, µM (titrated, usually from 115 µM), inactives show at the top dose activity change, negative = inhibition, hits mostly inhibitors | 76,000 compounds, 2.5% hits | AID 1347043; further: potency means the concentration at half of the fitted maximal effect; nearly all actives have a fitted effect of over 65% in size
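FLuc 10nM, D-luciferin 10uM, ATP 10uM, Mg acetate 10mM, Tris acetate pH 7.5, Tween/BSA; cpd qHTS; enzyme added last; CCD luminescence.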
NIH3T3 tox – NIH 3T3 cell cytotoxicity | NIH 3T3 viability, CellTiter-Glo ATP luminescence, 48-72 h | Potency, µM (top dose mostly 96.7 µM), without a hit: at the highest dose activity change, negative = cytotoxicity, usual class: inhibitors | 94,000 compounds, 4.3% hits; further: potency means the concentration at half of the fitted maximal effect; nearly all actives have a fitted effect of over 55% in size
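Luminescent ATP readout (CellTiter-Glo, 10 min RT) after 48 or 72 hr compound exposure of NIH 3T3 cells seeded at 400 cells/well in 1536-well format; quantitative HTS.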
GPT2 inh – inhibitors of human GPT2 alanine aminotransferase | Recombinant GPT2, coupled pyruvate oxidase/HRP Amplex Red fluorescence | Potency, µM (titrated, usually from 57.7 µM), without a hit: at the highest dose activity change, negative = inhibition, hits mostly inhibitors | 100,000 compounds, 0.25% hits; further: potency means the concentration at half of the fitted maximal effect; nearly all actives have a fitted effect of over 60% in size; many of its hits are not listed in these tables
Target sequence (Q8TD30 whole entry, looked up): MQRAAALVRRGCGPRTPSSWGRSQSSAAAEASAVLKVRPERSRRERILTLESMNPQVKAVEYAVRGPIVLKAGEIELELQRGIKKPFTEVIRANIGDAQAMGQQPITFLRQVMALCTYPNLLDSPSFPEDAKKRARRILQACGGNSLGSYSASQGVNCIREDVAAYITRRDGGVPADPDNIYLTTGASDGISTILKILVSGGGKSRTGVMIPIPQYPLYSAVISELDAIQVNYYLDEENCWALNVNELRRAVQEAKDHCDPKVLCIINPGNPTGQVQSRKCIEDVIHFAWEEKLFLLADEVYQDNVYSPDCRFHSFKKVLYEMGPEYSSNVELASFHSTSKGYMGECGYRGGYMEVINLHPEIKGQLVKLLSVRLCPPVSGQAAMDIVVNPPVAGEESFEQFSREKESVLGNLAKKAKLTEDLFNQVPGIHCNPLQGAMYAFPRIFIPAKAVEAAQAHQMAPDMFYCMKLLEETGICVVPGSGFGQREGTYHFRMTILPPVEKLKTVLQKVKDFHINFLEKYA
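Inhibition is scored from Amplex Red fluorescence generated when pyruvate oxidase and HRP act on pyruvate released by GPT2. Reactions contain 10ng/uL enzyme, 250uM a-KG and 2mM L-alanine and run 30 min at room temperature.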
IP6K1 inhibitor – inhibitors of human IP6K1; 140,000 compounds, 0.81% hits; activity change, % (series mostly up to about 58 µM); IP6K1 kinase, ADP-Glo luminescence, 2 h; hits give low values; in the data active means activity change below about -25%
Target sequence (Q92551 whole entry, looked up): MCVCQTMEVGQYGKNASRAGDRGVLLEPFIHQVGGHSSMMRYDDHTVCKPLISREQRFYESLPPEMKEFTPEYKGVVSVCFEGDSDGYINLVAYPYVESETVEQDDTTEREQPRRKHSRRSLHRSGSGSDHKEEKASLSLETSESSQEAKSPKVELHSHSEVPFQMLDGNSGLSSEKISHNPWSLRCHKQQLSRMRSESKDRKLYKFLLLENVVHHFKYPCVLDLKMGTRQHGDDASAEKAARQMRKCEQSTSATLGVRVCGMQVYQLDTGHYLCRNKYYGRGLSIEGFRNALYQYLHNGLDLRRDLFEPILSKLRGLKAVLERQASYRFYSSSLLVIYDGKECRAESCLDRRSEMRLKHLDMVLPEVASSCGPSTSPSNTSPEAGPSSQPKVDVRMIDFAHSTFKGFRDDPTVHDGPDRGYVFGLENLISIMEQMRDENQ
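ADP-Glo luminescence measures ADP made by human IP6K1 during a 2 h RT reaction with ATP/IP6 (mix at 1.3 mM/130 uM); top library doses 57.5 and 19.1 uM final.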
Numbers without * were called inactive; i = inactive; ? = inconclusive; nt = not tested or not shown; [ ] = remark or other dose. Unless noted, the call rests on the fitted dose curve; in most records, active means well fitted curve in the direction sought with a large enough effect; inconclusive means small, poorly fitted or top-dose-only effect, or another doubt; inactive means no such curve, though single readings can be large; an effect the other way counts as inactive or inconclusive. Unless noted, on the % scale 0 is the no-effect control and ±100 the full control effect.

SMILES	HEK293 tox	SNCA expr inh	SNCA viab count	Luciferase inh	NIH3T3 tox	GPT2 inh	IP6K1 inhibitor
COc1ccc(C(=O)N2CCCC(c3nn(-c4ccccn4)c(=O)[nH]3)C2)cc1 (configuration not stated)	i	-6%	2%	nt	i	-9%	-2
CC1(CCCCc2ccccc2)COc2ccc(C(=O)NCc3cnccn3)cc2N1 (configuration not stated)	?	-19%[87.6 µM]	6%[87.6 µM]	8%[172 µM]	?	3%[88.5 µM]	-11
CC1=C[C@@H](CN2CCN(c3cnccn3)CC2)[C@H](C(C)C)C[C@H]1Cc1nnc(-c2ccc([N+](=O)[O-])cc2)o1	?	-11%	-24%	1%	?	2%	15
CC(C)NS(=O)(=O)c1ccc2nc(NC(=O)c3cncc(Br)c3)sc2c1	nt	?	3%	nt	nt	nt	-5
O=C(NCC1CN(Cc2cccnc2)CC12CN(c1ccccc1)C2)C1CC1 (configuration not stated)	-15%[172 µM]	7%[87.6 µM]	14%[87.6 µM]	6%[172 µM]	?	-3%[88.5 µM]	22
CCOc1ccccc1CNc1ccc2cc(S(=O)(=O)N3CCC(C)CC3)ccc2n1	nt	-22%	-8%	nt	nt	nt	-2
O=c1c2c3c(nn2ccn1Cc1ccccc1)CCCC3	?	32%[activator]	-11%	-22%	?	i	14
CC(C)CC(=O)N1CCc2c(c(-c3nncn3C(C)C)nn2C)C1	i	-5%	3%	1%	4%	i	-9
COc1cncc([C@@H](NC(=O)Cc2cn3ccsc3n2)C2CC(O)C2)c1 (some centres not stated)	-1%	5%	6%	-2%	-17%	3%	0
O=C(NCCc1ccccc1)c1ccc(CSc2nc3cccnc3n2Cc2ccccc2F)cc1	nt	38%[activator]	-12%	nt	nt	nt	-12
Cc1c(Cl)cccc1NC(=O)CSc1nc2ncccc2o1	nt	26%	20%	nt	nt	nt	0
CC(C)N(Cc1ccccc1)C(=O)Cn1ncc2c3ccccc3n(Cc3ccccc3)c2c1=O	nt	16%	8%	nt	nt	nt	19
CCOC(=O)C1CCN(C(=O)CC(c2ccc(OC)c(OC)c2)c2c[nH]c3c(CC)cccc23)CC1 (configuration not stated)	79µM*	4%	-14%	14%	?	3%	-2
COc1ccc(Cn2c(C3CCN(C(=O)c4cccc(OC)c4)CC3)n[nH]c2=O)cc1	7%	16%	9%	1%	i	i	-2
CCn1nc(CC(C)C)cc1C(=O)N(C)Cc1noc2c1CCCC2	?	8%	-1%	-4%	-30%	-34%[11.5 µM]	10
CCn1ccnc1CN(C)C(=O)c1cc(-c2cnc(N)nc2)nc2c(C)cccc12	-6%	2%	-6%	6%	-21%	1%	1
Cc1noc2nc(C(C)C)cc(C(=O)NC3CCCc4c3[nH]c3ccccc43)c12 (configuration not stated)	-25%	4%	10%	-3%	-17%	i	-7
COc1ccc(C(=O)n2nc(-c3ccco3)nc2NCc2cccs2)cc1OC	nt	40%[activator]	3%	nt	nt	nt	-13
COc1ccc(-n2nc(C3CCCN(C(=O)c4ccc(C(F)(F)F)cc4)C3)[nH]c2=O)cc1 (configuration not stated)	?	?	-24%	2%	-16%	i	2
CCC(CC)C(=O)N1CCC2(CC1)CC(N(Cc1ccc(F)cc1)C1CC1)CCO2 (configuration not stated)	40µM*	-27%	5%	-3%	?	i	5
Oc1ccc(-c2nc(C3CC3)nc3c2CN(Cc2ccccc2)CC3)cc1	?	-20%	-3%	-9%	?	i	5
Cc1nc(C)c(C(=O)N2CCCN(S(=O)(=O)c3ccccc3)CCC(=O)NCC2)s1	i	?	-2%	-3%	-3%	-9%	6
C=CCc1ccc(O[C@@H]2O[C@H](CO)[C@@H](O)[C@H](O)[C@H]2O)c(OC)c1	nt	nt	-10%	nt	nt	i	0
Cc1ccc(NC(=O)c2ccc3c(c2)N(C)C2CCCN2C3=O)cc1F (configuration not stated)	?	166%[activator]	5%[12.5 µM]	1.3µM*	-15%	i	8
O=C(O)[C@]12CCCN(Cc3ncc[nH]3)[C@@H]1CCN(Cc1ccncc1)C2	i	-3%	3%	6%	i	-1%	1

Quoted at random: 4 compounds from above
SMILES	HEK293 tox	SNCA expr inh	SNCA viab count	Luciferase inh	NIH3T3 tox	GPT2 inh	IP6K1 inhibitor
C=CCc1ccc(O[C@@H]2O[C@H](CO)[C@@H](O)[C@H](O)[C@H]2O)c(OC)c1	nt	nt	-10%	nt	nt	i	0
CC(C)CC(=O)N1CCc2c(c(-c3nncn3C(C)C)nn2C)C1	i	-5%	3%	1%	4%	i	-9
COc1ccc(Cn2c(C3CCN(C(=O)c4cccc(OC)c4)CC3)n[nH]c2=O)cc1	7%	16%	9%	1%	i	i	-2
CC(C)N(Cc1ccccc1)C(=O)Cn1ncc2c3ccccc3n(Cc3ccccc3)c2c1=O	nt	16%	8%	nt	nt	nt	19

Additional structures follow:
SMILES	HEK293 tox	SNCA expr inh	SNCA viab count	Luciferase inh	NIH3T3 tox	GPT2 inh	IP6K1 inhibitor
Cc1oc(C(O)c2ccccc2)nc1C(=O)Nc1ccc2c(c1)CNC2=O (configuration not stated)	?	-9%[87.6 µM]	0%[87.6 µM]	-3%[172 µM]	-8%[138 µM]	-4%[88.5 µM]	-2
Cc1ccc(OCC(=O)Nc2ccc(Cl)c(-c3nc4ncccc4o3)c2)c(C)c1	nt	-3%	-6%	nt	nt	nt	-6
O=C(NCc1nnc2ccc(-c3ccc(Cl)cc3)nn12)c1cccc(Cl)c1	?	0%	-8%	2%	?	i	4
CN(C)C[C@@H]1CN(Cc2cccnc2)C[C@H]1NC(=O)c1ccccc1Cl	?	7%	10%	9%	-8%	-7%	22
CC(C)Cc1cnc(-c2cccnc2)[nH]1	-1%[230 µM]	4%[87.6 µM]	-3%[87.6 µM]	nt	?	0%[88.5 µM]	4
COc1ccc(-c2c(C(=O)N3CCN(C)CC3)nc3sccn23)cc1	-4%	6%	-7%	nt	-4%	-3%	7
COc1cc(CNC(=O)c2cc3n(n2)CCCN(Cc2cccc(F)c2)C3=O)cc(OC)c1OC	nt	11%	2%	nt	nt	nt	5
Clc1ccc(CN2CCC(CNc3ncnc4onc(-c5ccc(Cl)cc5)c34)CC2)cc1	nt	0%	-6%	nt	nt	nt	-6
O=C(NC1CCCCC1)N1CCC(c2noc(C3CC3)n2)C1 (configuration not stated)	5%	5%	-2%	0%	i	i	-6
COc1ccccc1CC(=O)N1CCCc2ncc(C(=O)N(C)Cc3ccccc3)cc21	-26%[172 µM]	-23%[87.6 µM]	-12%[87.6 µM]	-7%[172 µM]	?	-23%[88.5 µM]	5
COc1ccc(NC(=O)N2CC[C@@H](CC(=O)O)[C@@H](CC3=NCCc4cc(OC)c(OC)cc43)C2)cc1	-3%	36%[activator]	7%	-17%	-16%	?	6
COc1ccc(CCNC(=O)c2ccc(Nc3nc4ccccc4n4nnnc34)cc2)cc1OC	nt	-1%	-6%	nt	nt	nt	4
Oc1ccc(NCc2ccccc2OCc2ccc(Cl)cc2)cc1	nt	66%[activator]	-25%	nt	nt	nt	-15
Cc1cccc(C(=O)Nc2ccc(-c3nc4ccccc4s3)c(C)c2)c1	nt	5%	2%	nt	nt	nt	-3
O=C(NC1CCN(Cc2cccc(-c3ccc(F)c(F)c3)c2)CC1)c1ccc(C(F)(F)F)cc1	-17%	-29%	1%	nt	-31%	-4%	16
Fc1ccc(Nc2c3c(nc4nncn24)CCC3)cc1	nt	53%[activator]	9%	nt	nt	nt	8
CC1CCc2c(sc(NC(=O)C3c4ccccc4Oc4ccccc43)c2C(=O)OC(C)C)C1 (configuration not stated)	nt	8%	6%	nt	nt	nt	-6
CCn1c(=O)c2ccnn2c2ccc(C(=O)NCCc3cccnc3)cc21	?	-7%	2%	2%	?	-9%	2
O=C1CC(c2noc(-c3nccc4ccccc34)n2)CN1C1CCCCC1 (configuration not stated)	?	-3%	-12%	-6%	?	-29%	27
O=C(COCc1cc(-c2ccc3c(c2)OCO3)on1)N1CCN(c2ccccc2)CC1	nt	13%	4%	nt	nt	nt	-12
Cn1c(=O)c2c(-c3ccccc3)n3c4ccccc4nc(-c4ccccc4)c3c2n(C)c1=O	nt	?	-3%	nt	nt	nt	-9
CCOC(=O)c1cnc2cc(C(F)(F)F)ccc2c1N1CCN(c2cccc(Cl)c2)CC1	nt	-6%	8%	nt	nt	nt	43
CCc1cc(N2CCC3(CC2)CC(c2ccccc2)C(=O)N3C)nc(C)n1 (configuration not stated)	?	-10%	-3%	12%	?	2%	18
O=C(Nc1cc(F)cc(F)c1)N1CCCC1c1nncn1C1CCCC1 (configuration not stated)	-2%	-9%	-14%	-1%	-28%	-21%	3
Cc1cccc(Nc2nnc(-c3ccc(C)c(S(=O)(=O)NCC4CCCO4)c3)c3ccccc23)c1 (configuration not stated)	nt	?	1%	nt	nt	nt	-10
New compounds follow.
SMILES	HEK293 tox	SNCA expr inh	SNCA viab count	Luciferase inh	NIH3T3 tox	GPT2 inh	IP6K1 inhibitor
COCCn1c(=O)[nH]c2cc(C(=O)NCc3ccccc3Cl)ccc2c1=O	nt	-19%	-5%	nt	nt	nt	0
COc1cccc(CN2CCCC(c3nc(-c4cccnc4)no3)CCNC(=O)CC2)c1 (configuration not stated)	?	1%	-1%	8%	?	i	19
CC1=C[C@@H](CNC(=O)CC2(CC(=O)O)CCCC2)[C@H](C(C)C)C[C@H]1Cc1nc2ccc(C)cc2[nH]1	-5%	-17%	-23%	-27%	-20%	-13%	-6
Cn1ncc2c(C(=O)NCc3ccccn3)cc(-c3ccc(F)cc3)nc21	?	101%[activator]	-3%	nt	-19%	?	20
CC1Cc2ccccc2N1S(=O)(=O)c1nnc(NC(=O)c2ccccc2Br)s1 (configuration not stated)	nt	-18%	8%	nt	nt	nt	13
Cc1nc2c(c(-c3ccc(O)cc3)n1)CN(C(=O)C1CCCC1)CC2	40µM*	8%	3%	-5%	?	-4%	5
Cc1cccnc1NCCNc1nc(C(C)C)nc2c1cnn2C	?	5%	0%	-29%	?	?	5
CCCCCCCCCCCCSCCOCCO	nt	-14%[25.6 µM]	7%[23.9 µM]	nt	nt	i	15
CCOC(=O)N1CCN(Cc2nc3cc(NC(=O)CC)ccc3n2C(C)C)CC1	nt	-28%	10%	nt	nt	nt	-12
O=C(Nc1ccccc1)N[C@H]1[C@H](O)[C@@H](Sc2ccccc2)[C@@H]2OC[C@H]1O2	-20%[172 µM]	52%[activator][87.6 µM]	0%[87.6 µM]	?	-27%[174 µM]	?	-1
CCOC(=O)c1cc(-c2ccc(OC)c(S(=O)(=O)Nc3ccc(OC)cc3OC)c2)on1	nt	-5%	4%	nt	nt	nt	2
COCCNC(=O)C1COC2(CCN(C(=O)c3cccc(OC)c3)CC2)N1C(=O)c1ccc(F)cc1 (configuration not stated)	-12%	-8%	4%	3%	-7%	?	-2
Cc1c(C(C)NC(=O)CO)cnn1-c1cccc2ccccc12 (configuration not stated)	2%	4%	4%	8%	-6%	i	-6
COC(=O)C1=COC(O[C@@H]2O[C@H](CO)[C@@H](O)[C@H](O)[C@H]2O)/C(=C\COC(=O)/C=C/c2ccccc2)C1CC(=O)OCCc1ccc(O)cc1 (some centres not stated)	nt	nt	-12%[23.9 µM]	nt	nt	i	-4

Compound activity deposited in PubChem BioAssay by National Center for Advancing Translational Sciences (NCATS).
